# GLD-1 TGE inh: GLD-1-TGE RNA interaction inhibition (C. elegans). Q17339. purified GLD-1 + fluorescein TGE RNA, fluorescence polarization. inhibition, % at 5.96 µM. hit rate 0.44% among 320,000. AID 2280;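 active means percent inhibition above a per-plate cutoff, the plate mean of test compounds plus 3 SD, cut at about 30% in these data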;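 further: 0% = DMSO wells with GLD-1 and probe and 100% = wells lacking GLD-1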
# VLA-4 inh: inhibition in a human VLA-4 binding assay. VLA-4 expressing cells, ligand binding flow cytometry. P13612. AID 2557. inhibition, % (about 7 µM as worked out from the volumes in the protocol). hit rate 0.2% among 330,000; in the data active means inhibition above about 50%
# Fam108B inh: counter-screen for RBBP9 inhibitors: inhibitors of mouse Fam108B; recombinant Fam108B, FP-Rh probe fluorescence polarization; inhibition, % at 9.51 µM; hit rate 0.33% among 300,000; AID 1947;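 active means inhibition above the screen mean inhibition plus 3 SD, computed separately per campaign, cut at about 18% in these data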;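 further: inhibitors lower polarization as less probe binds the enzyme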
# MCL1 BIM primary: inhibitors of human MCL1 binding to BIM-BH3 peptide | Q07820 | GST-MCL1 / FITC-Bim-BH3 fluorescence polarization | inhibition, % at 10.9 µM | hit rate 0.68% among 320,000 | AID 2057;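 active means inhibition above the mean inhibition of all tested compounds plus 3 SD, set per campaign, cut at about 40% in these data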;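 further: 0% = DMSO wells and 100% = unlabeled Bim-BH3 peptide control; higher means more loss of mP so more displacement of Bim peptide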
# Target sequence (Q07820 whole entry, looked up): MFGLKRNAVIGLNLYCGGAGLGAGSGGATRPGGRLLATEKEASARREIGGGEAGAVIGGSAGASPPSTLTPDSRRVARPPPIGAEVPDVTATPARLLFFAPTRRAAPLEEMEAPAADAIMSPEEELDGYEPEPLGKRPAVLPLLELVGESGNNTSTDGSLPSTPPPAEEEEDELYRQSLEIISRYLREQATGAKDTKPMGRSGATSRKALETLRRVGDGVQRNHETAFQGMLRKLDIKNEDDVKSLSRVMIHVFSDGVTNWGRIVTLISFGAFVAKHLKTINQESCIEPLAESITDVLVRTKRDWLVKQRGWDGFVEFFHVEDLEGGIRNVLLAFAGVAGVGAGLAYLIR
# PME-1 inh: blocks human protein phosphatase methylesterase 1; inhibition, % at 5.9 µM; hit rate 0.53% among 320,000; recombinant PME-1, FP-Rh probe fluorescence polarization;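 active means inhibition above the campaign mean of all compounds plus 3 SD, cut at about 26% in these data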;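 further: competitive labeling of PME-1 active site by serine hydrolase directed probe; 0% = PME-1 with DMSO and 100% = wells lacking PME-1 enzyme; inhibitors block probe labeling so polarization falls and inhibition rises; many of its hits are not listed in these tables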
# Bcl-xL primary: inhibitors of human Bcl-xL; Q07817; GST-Bcl-xL / FITC-Bim BH3 peptide fluorescence polarization; inhibition, % at 10.9 µM; hit rate 0.7% among 320,000; AID 2129;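 active means inhibition above the mean of all tested compounds plus 3 SD, cutoff set per campaign, cut at about 30% in these data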;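 further: 0% = DMSO wells and 100% = unlabeled Bim-BH3 peptide competitor; inhibitors lower millipolarization by displacing the labeled peptide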
# Target sequence (Q07817 whole entry, looked up): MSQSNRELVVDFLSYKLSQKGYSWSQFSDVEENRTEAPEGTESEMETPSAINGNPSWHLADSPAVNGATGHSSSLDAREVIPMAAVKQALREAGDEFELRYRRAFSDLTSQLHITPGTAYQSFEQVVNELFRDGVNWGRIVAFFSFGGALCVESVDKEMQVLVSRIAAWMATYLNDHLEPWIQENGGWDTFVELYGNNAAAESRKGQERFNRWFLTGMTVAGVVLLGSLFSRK
# GRK2 inh: human GRK2 inhibition via aptamer displacement; P25098; bead flow cytometry, FAM-aptamer displacement from GRK2; inhibition of aptamer binding, % at 10 µM; hit rate 0.59% among 330,000; AID 488847;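 active means inhibition of aptamer binding above 40%, roughly 3 SD of noise, on plates passing a quality check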;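 further: median bead fluorescence of bound FAM aptamer so fluorescent compounds give negative values; no value below 0 was filed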
# Efflux pump inh: antifungal efflux pump inhibition, Nile Red retention; S. cerevisiae Candida pump triplex; inhibition, % at 10 µM; hit rate 0.44% among 330,000; AID 485275;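 active means plate passing quality check with inhibition over a set limit, or well fluorescence over plate mean plus 4 SD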;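 further: Nile Red retained in pooled yeast measured as flow cytometry median fluorescence; 0% = buffer negative control and 100% = Enniatin B positive control; higher means more Nile Red kept so more efflux inhibition; some compounds called inactive have numbers as strong as hits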
# MEX-5 binding: C. elegans MEX-5 TCR-2 RNA binding activity | hit rate 0.38% among 300,000 | MEX-5/FITC-TCR2 RNA binding, fluorescence polarization; active compounds read low | Q9XUB2 | activity score (negative = inhibition of binding), % at 10 µM;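 active means inhibition past about -25% in most replicates, and total fluorescence under double the plate's negative control median, limit read from the data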;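 further: 0% = DMSO and -100% = 5 µM competing unlabeled TCR2 RNA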
# Target sequence (Q9XUB2 whole entry, looked up): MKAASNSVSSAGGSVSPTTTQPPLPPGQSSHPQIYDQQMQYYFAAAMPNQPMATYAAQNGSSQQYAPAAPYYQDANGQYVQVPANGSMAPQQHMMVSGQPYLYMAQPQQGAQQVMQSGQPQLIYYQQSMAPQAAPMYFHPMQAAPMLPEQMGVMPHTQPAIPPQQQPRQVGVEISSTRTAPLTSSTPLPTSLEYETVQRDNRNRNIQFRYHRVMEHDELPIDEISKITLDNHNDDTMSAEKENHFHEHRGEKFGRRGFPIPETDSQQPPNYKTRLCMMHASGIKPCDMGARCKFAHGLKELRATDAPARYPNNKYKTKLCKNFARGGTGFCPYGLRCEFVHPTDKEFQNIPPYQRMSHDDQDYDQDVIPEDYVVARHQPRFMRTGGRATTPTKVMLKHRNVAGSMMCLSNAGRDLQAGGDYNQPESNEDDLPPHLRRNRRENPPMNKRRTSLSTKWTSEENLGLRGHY
# Active calls of the source: *; · = no result given. These rows are one share of the data (hit frequency here may not be typical).
SMILES,GLD-1 TGE inh,VLA-4 inh,Fam108B inh,MCL1 BIM primary,PME-1 inh,Bcl-xL primary,GRK2 inh,Efflux pump inh,MEX-5 binding
CCN(CC)CCCN=Cc1c(O)n(-c2cccc(C)c2)c(=O)c2ccccc12,-1,11,0,-5,-1,-6,0,0.3,1.6
COC(=O)c1ccccc1NC(=O)Cn1nc(C(F)(F)F)c2c1CCC2,6,6,3,3,10,4,3,-0.1,1.9
COc1ccc(OC)c2nc3c(cc12)CCC3,32*,17,1,53*,5,52*,0,-0.1,2.5
CCOc1ccc2nc(Cl)sc2c1,0,1,0,-1,-5,-2,0,0.2,1.8
N#Cc1c(N)c(C#N)c(-c2ccc(O)cc2)c2c1CCCC2,3,-3,0,-6,-3,-1,3,0.1,0.3
CC(C)CC(=O)Nc1c(C(=O)N2CCN(Cc3ccccc3)CC2)oc2ccccc12,-2,9,-2,-2,-3,4,0,-0.1,0.0
O=C(CCn1c(=S)oc2ccccc21)NC1CCCCCC1,-1,-13,0,3,-7,0,1,-0.1,1.5
Cc1ccc(NC(=S)NNC(=O)c2cn(C)nc2C)cc1,4,-2,-2,10,0,2,3,-0.1,-5.4
O=C(c1cc(-c2cccnc2)nc2ccc(Cl)cc12)N1CCN(S(=O)(=O)c2cccs2)CC1,8,-11,-2,4,8,6,0,-0.3,3.4
CCOc1ccc(NC(=O)CCC(=O)NNC(=O)Nc2ccc(Cl)cc2)cc1,1,-1,-1,4,0,2,1,0.5,2.2
O=c1c2c3c(sc2n2cnnc2n1-c1ccccc1)N(Cc1ccccc1)CCC3,6,-4,0,25,-1,27,0,-0.3,-13
COc1cccc(NC(=S)N(CCCN2CCCC2)Cc2ccco2)c1,-4,4,-6,-1,-4,-2,1,0.2,0.2
COCCNC(=O)CSc1nc2cc3c(cc2c(=O)n1Cc1ccco1)OCO3,4,3,0,-4,-11,0,0,-0.3,2.9
CC1=C(C(=O)OCCOC(C)C)C(c2cccnc2)C2=C(CCCC2=O)N1 (stereo not drawn),8,-12,-3,4,-1,5,5,0.1,-0.1
O=C(Nc1ccc(Cl)cc1)Nc1nc(-c2sccc2Br)cs1,0,1,-8,0,-11,2,1,-0.1,0.4
O=C(COc1ccc(F)cc1)NN1C(=O)CSC1=S,0,5,-2,12,-5,1,0,-0.1,-5.3
CCc1nc(SCC(=O)N2CCCc3ccccc32)c2oc3ccccc3c2n1,12,8,-3,4,-4,4,0,-0.1,-1.2
O=C(N/N=C/c1cccc2ccccc12)c1ccncc1,0,15,-3,7,0,9,4,0.0,-1.7
Cc1cc([N+](=O)[O-])cnc1Sc1nccn1C,2,5,0,7,-4,7,0,-0.1,-0.9
O=C(N/N=C/c1ccccc1F)c1ccc(COc2ccccc2Cl)o1,-4,-8,10,21,-13,6,0,-0.4,-0.8
O=C(Nc1ccc(Cl)cc1Cl)c1ccc(Br)o1,4,27,0,0,0,-2,1,0.0,-2.4
CCn1nc(C)c(CN2CCc3c([nH]c4ccccc34)C2C(C)(C)C)c1C (stereo not drawn),3,8,-1,1,5,2,0,-0.1,4.5
CCN1C(=O)[C@H]2[C@@H](c3ccc(C)cc3)N3C(=O)N(c4cccc(C)c4)C(=O)[C@@]3(Cc3ccccc3)[C@H]2C1=O,2,-6,-1,5,-3,6,0,0.1,-0.4
CC(OC(=O)c1cc(-c2cccnc2)nc2ccccc12)C(=O)Nc1ccc2ccccc2c1 (stereo not drawn),3,-9,-4,-14,-3,1,0,0.0,-5.4
CCOC(=O)c1[nH]c(C)c(C(=O)NCCN2CCOCC2)c1C,2,-3,1,-2,-4,2,3,0.2,2.0
# Continued.
SMILES,GLD-1 TGE inh,VLA-4 inh,Fam108B inh,MCL1 BIM primary,PME-1 inh,Bcl-xL primary,GRK2 inh,Efflux pump inh,MEX-5 binding
CC(=O)c1cccc(NC(=O)C(C)OC(=O)CCC2CCCCC2)c1 (stereo not drawn),1,12,0,-1,1,5,0,-0.1,2.7
Cc1sc2nc(C)n(/N=C/c3ccccc3)c(=O)c2c1C,10,-5,-1,2,-4,5,2,-0.1,-0.1
COc1ccc(CN2C(=O)CCCc3ccccc32)cc1,6,-4,-4,2,-3,3,0,0.0,-2.1
CCC1(CC)NC(=O)N(CC(=O)OCC(=O)Nc2ccccc2[N+](=O)[O-])C1=O,3,1,-2,-4,-4,-1,0,-0.1,3.8
COc1ccc(C(=O)NCc2ncccc2C)cc1OC1CCN(C(C)=O)CC1,4,0,-2,1,-12,-2,0,-0.2,-1.3
CC(NC(=O)Cc1ccc(NS(=O)(=O)c2cccc(C(F)(F)F)c2)cc1)c1ccccn1 (stereo not drawn),-10,8,0,-3,-2,0,4,0.4,0.3
Cc1ccc(C(=O)n2cnnc2N)cc1C,4,-7,4,-14,4,0,0,-0.1,2.1
Cc1cc(=O)oc(C)c1C(=O)NCC1COc2ccccc2O1 (stereo not drawn),2,11,-2,-5,-3,-1,8,0.1,0.7
Nc1nc(-c2ccco2)nn1S(=O)(=O)c1ccc(Cl)cc1,-2,12,2,2,7,2,4,0.4,-1.3
COc1cccc(Cn2nnc(C(=O)Nc3cc(Cl)ccc3OC)c2N)c1,11,-9,-45,-1,-59,0,0,-0.2,-2.7
Cc1cccc(C)c1NC(=O)CNC(=O)Cc1ccc(Br)cc1,5,12,1,5,-2,5,4,0.0,-0.6
CCOC(=O)c1cnc(SCC(=O)Nc2ccc(N3CCOCC3)cc2)nc1N,2,-2,0,5,2,0,2,0.1,1.5
N#C/C(=C\c1ccc[nH]1)C(=O)Nc1ccccc1Cl,12,5,-5,47*,1,52*,0,0.0,0.7
CC1CCN(c2ccc(/C=C(\C#N)c3nn(-c4ccccc4)c(N)c3C#N)cc2[N+](=O)[O-])CC1,6,0,1,9,3,2,0,-0.1,2.3
CC(C)(C)SCCNC(=O)CN(c1ccc(F)cc1)S(C)(=O)=O,1,12,-2,0,2,-4,1,-0.1,-2.7
CC1CCN(C(=O)C2CCN(CCCc3ccccc3)CC2)CC1,4,23,-4,0,-2,1,0,0.0,0.1
COc1ccc(-n2nc(C(=O)NCC(=O)NCCC3=CCCCC3)c3ccccc3c2=O)c(OC)c1,11,4,-4,6,-5,5,3,-1.1,1.0
CCN(CC)c1ccc(NC(=O)CCNS(=O)(=O)c2ccc3c(c2)CCC(=O)N3)c(C)c1,-5,-21,1,-3,-1,1,1,0.1,0.5
COc1cc(S(=O)(=O)NCC2COCCO2)ccc1-n1cnnn1 (stereo not drawn),3,7,2,4,4,-2,2,0.1,-2.1
Cc1ccc(S(=O)(=O)N2CCOCC2)cc1NC(=O)COC(=O)c1ccc(OCc2c(C)noc2C)cc1,2,0,-1,-20,0,-3,4,-17,0.2
COc1ccc(N2CC(O)=C(c3nc(C)cs3)C2=N)cc1,-2,4,-5,3,-2,0,7,0.0,1.6
O=S(=O)(c1ccccc1F)N1CCN(C(=S)NCc2ccccc2)CC1,10,9,-5,3,3,2,0,-0.1,-1.7
Cc1ccc(CNC(=O)CCc2nc3ccccc3c(=O)[nH]2)cc1,4,-2,2,-2,1,-2,0,-0.1,-0.5
O=C(O)CCSc1nnc(-c2cccnc2)n1-c1ccccc1,0,15,1,-3,0,-4,0,0.0,·
COc1ccc(NC(=S)NCc2ccccc2Cl)c(OC)c1,2,-16,-3,12,0,2,0,0.8,0.2
# Further records follow.
SMILES,GLD-1 TGE inh,VLA-4 inh,Fam108B inh,MCL1 BIM primary,PME-1 inh,Bcl-xL primary,GRK2 inh,Efflux pump inh,MEX-5 binding
CCN(C[C@H]1N[C@@](CC)(C(=O)OC)[C@H]2C(=O)N(C)C(=O)[C@@H]12)S(=O)(=O)c1ccc(C(F)(F)F)cc1,-5,7,·,·,·,·,0,-0.4,·
COc1cc(C(=O)Oc2cccc(Nc3ncnc4ccccc34)c2)cc(OC)c1OC,9,18,-9,3,-3,1,3,0.0,2.6
COc1ccc(CC(=O)Nc2ccc(NC(=O)c3ccccc3F)cc2)cc1,-1,-4,-6,-11,-3,2,0,0.0,1.0
O=C(/C=C/Nc1ccc(S(=O)(=O)Nc2ncccn2)cc1)c1ccc2ccccc2c1,2,-3,-2,-1,-1,1,0,-0.1,-3.3
Cc1ccccc1NC1c2ccccc2C(=O)N1Cc1ccco1 (stereo not drawn),-2,3,-3,-1,1,-3,0,0.1,0.4
COCCCNC(=S)Nc1cc2oc3ccccc3c2cc1OC,·,3,·,·,·,·,0,-0.1,1.5
Cc1[nH][nH]c(=O)c1[C@@H](c1ccccc1[N+](=O)[O-])C(C#N)C#N,9,14,2,7,-2,12,3,0.3,-5.1
COc1cc2ncnc(NCc3cccs3)c2cc1OC,2,16,0,-5,3,3,0,0.1,1.4
COC(=O)c1sccc1NC(=S)Nc1cc(C)ccc1OC,5,2,-3,8,6,8,3,-0.2,0.2
NC(=O)COc1ccc(NC(=O)c2ccccc2-c2ccccc2)cc1,3,39,3,12,-5,5,1,0.0,3.0
CCc1[nH]nc(C(=O)NC2CCCN(Cc3ccccc3F)C2)c1C (stereo not drawn),2,-5,4,-1,-1,6,1,0.1,-1.9

# 14 neighbouring compounds already listed, for reference:
SMILES,GLD-1 TGE inh,VLA-4 inh,Fam108B inh,MCL1 BIM primary,PME-1 inh,Bcl-xL primary,GRK2 inh,Efflux pump inh,MEX-5 binding
Cc1ccc(CNC(=O)CCc2nc3ccccc3c(=O)[nH]2)cc1,4,-2,2,-2,1,-2,0,-0.1,-0.5
O=C(O)CCSc1nnc(-c2cccnc2)n1-c1ccccc1,0,15,1,-3,0,-4,0,0.0,·
COc1ccc(NC(=S)NCc2ccccc2Cl)c(OC)c1,2,-16,-3,12,0,2,0,0.8,0.2
CCN(C[C@H]1N[C@@](CC)(C(=O)OC)[C@H]2C(=O)N(C)C(=O)[C@@H]12)S(=O)(=O)c1ccc(C(F)(F)F)cc1,-5,7,·,·,·,·,0,-0.4,·
COc1cc(C(=O)Oc2cccc(Nc3ncnc4ccccc34)c2)cc(OC)c1OC,9,18,-9,3,-3,1,3,0.0,2.6
COc1ccc(CC(=O)Nc2ccc(NC(=O)c3ccccc3F)cc2)cc1,-1,-4,-6,-11,-3,2,0,0.0,1.0
O=C(/C=C/Nc1ccc(S(=O)(=O)Nc2ncccn2)cc1)c1ccc2ccccc2c1,2,-3,-2,-1,-1,1,0,-0.1,-3.3
Cc1ccccc1NC1c2ccccc2C(=O)N1Cc1ccco1 (stereo not drawn),-2,3,-3,-1,1,-3,0,0.1,0.4
COCCCNC(=S)Nc1cc2oc3ccccc3c2cc1OC,·,3,·,·,·,·,0,-0.1,1.5
Cc1[nH][nH]c(=O)c1[C@@H](c1ccccc1[N+](=O)[O-])C(C#N)C#N,9,14,2,7,-2,12,3,0.3,-5.1
COc1cc2ncnc(NCc3cccs3)c2cc1OC,2,16,0,-5,3,3,0,0.1,1.4
COC(=O)c1sccc1NC(=S)Nc1cc(C)ccc1OC,5,2,-3,8,6,8,3,-0.2,0.2
NC(=O)COc1ccc(NC(=O)c2ccccc2-c2ccccc2)cc1,3,39,3,12,-5,5,1,0.0,3.0
CCc1[nH]nc(C(=O)NC2CCCN(Cc3ccccc3F)C2)c1C (stereo not drawn),2,-5,4,-1,-1,6,1,0.1,-1.9

# Screens from PubChem.
